# All columns: NCI-60 one-dose screen, growth in % after 48 h at 10 µM unless noted; 100 = growth as untreated, 0 = no growth, -100 = all killed.
# HCT-116: HCT-116 colon cancer; AID 1794798; 82,000 compounds, 7.3% hits
# NCI-H226: NCI-H226 lung cancer | 79,000 compounds, 3.5% hits | AID 1794732
# HCT-15: HCT-15 colon cancer; 82,000 compounds, 5.2% hits
# NCI-H460: NCI-H460 lung cancer | 82,000 compounds, 6.8% hits | AID 1794736
# NCI-H522: NCI-H522 lung cancer. 78,000 compounds, 8% hits
# NCI/ADR-RES: NCI/ADR-RES ovarian cells; 81,000 compounds, 4.4% hits; AID 1794790
# HT29: HT29 colon cancer; 81,000 compounds, 7.4% hits; AID 1794748
# COLO 205: COLO 205 colon cancer; 79,000 compounds, 7.3% hits; AID 1794742
# NCI-H322M: NCI-H322M lung cancer | 80,000 compounds, 2.7% hits | AID 1794733
# Active calls of the source: *; . = no result given; & = joins results of further samples; [ ] = another dose, or the depositor's remark. Rule for the calls: active = growth percent below 10; inactive = the rest.
# Preview, five compounds:
# The line under a structure holds: HCT-15	NCI-H522	NCI-H322M	NCI-H226	NCI-H460	HT29	HCT-116	NCI/ADR-RES	COLO 205
Nc1ncnc2c1CN(Cc1ccccc1)CC2
    107	.	117	113	107	104	102	104	115
O=C(Nc1ccc(NC(=O)c2cc(S(=O)(=O)Nc3ccccc3)c(O)c(O)c2O)cc1)c1cc(S(=O)(=O)Nc2ccccc2)c(O)c(O)c1O
    101	92	87	106	101	99	93	99	116
CN(C)c1ccc(C(O)c2cc3ccccc3s2)cc1 (stereo not drawn)
    82	67	108	94	109	28	89	87	86
Cn1c(=O)c2ccccc2n(C)c1=O
    101&102	95	91&100	98&98	104&105	96&106	102&102	103&105	131&107
CCc1ccc(-c2ccc(-n3nc(C)c4c(N)nc(Cc5ccccc5)nc43)cc2)cc1
    61	49	.	57	51	79	59	38	95

# Results, from the start:
# The line under a structure holds: HCT-15	NCI-H522	NCI-H322M	NCI-H226	NCI-H460	HT29	HCT-116	NCI/ADR-RES	COLO 205
Nc1ncnc2c1CN(Cc1ccccc1)CC2
    107	.	117	113	107	104	102	104	115
O=C(Nc1ccc(NC(=O)c2cc(S(=O)(=O)Nc3ccccc3)c(O)c(O)c2O)cc1)c1cc(S(=O)(=O)Nc2ccccc2)c(O)c(O)c1O
    101	92	87	106	101	99	93	99	116
CN(C)c1ccc(C(O)c2cc3ccccc3s2)cc1 (stereo not drawn)
    82	67	108	94	109	28	89	87	86
Cn1c(=O)c2ccccc2n(C)c1=O
    101&102	95	91&100	98&98	104&105	96&106	102&102	103&105	131&107
CCc1ccc(-c2ccc(-n3nc(C)c4c(N)nc(Cc5ccccc5)nc43)cc2)cc1
    61	49	.	57	51	79	59	38	95
CC(=O)c1nc2ccccc2n1CCn1cnc2c(N)ncnc21
    90	100	91	104	109	.	97	94	106
CCc1cccc(CC)c1N1C(=O)CC(Sc2ccccc2N)C1=O (stereo not drawn)
    98	92	114	104	111	100	107	97	106
COc1ccc(/C(=C\c2cc(OC)c(OC)c(OC)c2)C(=O)Nc2nc3ccc(OC)cc3s2)cc1
    88	92	89	96	104	99	95	99	109
COc1ccccc1NC(=O)c1sc(N)c(C#N)c1C
    95	74	82	100	90	83	100	96	102
CO[C@@H]1[C@@H](OC)N(S(=O)(=O)c2ccc(Cl)cc2)C(=O)N1S(=O)(=O)c1ccc(Cl)cc1
    80	73	85	96	101	84	67	86	103
O=C(NC1=CC(=O)c2ccccc2C1=O)c1ccccc1
    29	-49*	58	37	10	71	-69*	17	48
CC1(c2ccccc2O)NN=C(/N=C/c2cccc([N+](=O)[O-])c2)N1C(Cc1c[nH]c2ccccc12)C(=O)O (stereo not drawn)
    99	70	98	82	102	102	87	97	84
Nc1ccc([N+](=O)[O-])c(C(F)(F)F)c1
    105	98	115	104	102	115	97	98	106
c1cnc(Nc2nc3c(s2)CCCc2cc[nH]c2-3)nc1
    101	90	93	67	95	96	89	96	86
C/C(=N\NC(=S)Nc1ccccc1)c1cc2ccccc2oc1=O
    101	97	99	81	104	102	102	102	111
COc1ccc(-c2nn(-c3cccc(NC(=O)c4ccc5c(c4)OCCO5)c3)cc2-c2ccncc2)cc1Cl
    33	-32*	54	48	9.4*	0.5*	15	10	-6.1*
Clc1nnc2ccc(Oc3ccccc3-c3ccccc3)nn12
    91	87	102	100	106	103	105	89	124
Cc1ccc(C2=Nc3ccc(Cl)cc3C3=NCN=NN23)cc1
    97	80	103	93	95	93	97	104	98
O=C1c2ccccc2C(=O)c2c1cccc2N1CCOCC1
    80	74	84	91	98	92	94	87	120
O=C(O)c1ccc(NC(=O)C(Cl)Cl)cc1O
    104	93	100	102	108	114	108	106	115
C[N+]1(C)CCN(CC(O)(c2ccccc2)C2CCCCC2)CC1 (stereo not drawn)
    108	94	103	89	109	99	102	101	100
Cc1cc(C)nc(Nc2ncc(C(=O)NCCc3c(C)[nH]c4ccccc34)cn2)c1
    91	90	97	.	99	97	97	94	105
COc1cccc(C(=O)Nc2cccc(-c3cc(=O)c4ccccc4o3)c2)c1OC
    100	89	104	101	103	100	104	102	105
COc1ccc2[nH]cc(-c3nnc(N)nc3-c3cn(C)c4ccc(F)cc34)c2c1
    82	82	86	103	103	105	91	94	98
CC(=O)OCCCC(CCCOC(C)=O)OC(C)=O
    94	88	99	108	112	98	93	102	110
CCOC(=O)Nc1on[n+](-c2ccccc2)c1-c1ccccc1
    103	98	100	97	119	85	109	103	109
C=C1CC[C@@H]2[C@](C)(COC(C)=O)[C@H](OC(C)=O)CC[C@@]2(C)[C@@H]1CC(C1=CCOC1=O)N1CCN(c2cc3c(cc2F)C(=O)C(C(=O)O)CN3C2CC2)CC1 (stereo partly drawn)
    70	59	99	81	83	73	62	59	68
Fc1cccc(-c2cnn3cc(-c4ccccc4)cnc23)c1F
    62	62	79	55	35	64	39	67	66
N#C/C(=C\c1ccc(F)cc1)c1nc(N)nc(Nc2ccc(S(N)(=O)=O)cc2)n1
    97	97	98	88	103	100	106	97	101
C/C(=N/O)C(=O)NCCCCC(=O)Nc1ccccc1
    104	99	106	109	116	102	101	103	107
O=c1ccc(=O)n(-c2ccccc2)[nH]1
    105	100	113	100	105	106	105	107	108
Cc1ccc(C(=O)Nc2ccc(CN3CCN(C)CC3)c(C(F)(F)F)c2)cc1C#Cc1cnc(N)cc1C#N
    -70*	-73*	12	9.8*	-81*	-65*	-87*	-27*	-65*
Nc1[nH][nH]c2nc3c(cc12)nc1ccccc13
    101	99	105	91	98	103	87	108	101
CN1CCC(OC(c2ccccc2)c2ccccc2)C1 (stereo not drawn)
    104	84	98	97	111	98	97	103	101
O=c1c2ccccc2nc2n1CCc1c-2[nH]c2c(Cl)c(Cl)ccc12
    102	93	104	97	90	101	72	105	121
CCCCC1(c2ccc(O)cc2)NC(=O)NC1=O (stereo not drawn)
    100	90	92	121	114	103	103	105	105
CCOC(=O)c1cnc(N)nc1-c1ccccc1
    106	.	124	110	107	99	105	104	103
O=[N+]([O-])O[C@@H]1CO[C@H]2[C@@H]1OC[C@@H]2O
    94	114	106	106	118	121	109	99	123
CCOC(=O)C(=Cc1ccc(-c2ccccc2)cc1)C(=O)OCC
    13	26	78	46	78	4.2*	-10*	20	56
COc1cc(-c2nc(SCCC(C)C)nc(Nc3ccc(O)cc3)c2C#N)cc(OC)c1OC
    103	96	102	111	114	108	106	105	115
Cc1ccc(S(=O)(=O)Oc2cc(OS(=O)(=O)c3ccc(C)cc3)cc(OS(=O)(=O)c3ccc(C)cc3)c2)cc1
    98	81	140	101	100	99	103	96	114
Oc1ccccc1-c1nnc(Cn2c(Cc3cccc4ccccc34)nc3ccccc32)o1
    94	92	84	93	108	102	100	94	110
O=C(CN1C(=O)S/C(=C\C(Cl)=C\c2ccccc2)C1=O)NC1C=CS(=O)(=O)C1 (stereo not drawn)
    -18*	-46*	89	-22*	54	-6.8*	-62*	25	-22*
C/C(=N\Nc1ccccc1)c1sc(Nc2ccccn2)nc1C
    100	107	106	128	112	119	104	109	112
CCCCCCC(C)CC1=C(O)c2ccccc2C(=O)C1=O (stereo not drawn)
    28	56	52	37	14	67	24	50	80
CC(=O)[C@H]1CC[C@]2(C)[C@@H]1CC[C@@H]1[C@@]3(C)C/C(=C/c4cccnc4)C(=O)C(C)(C)[C@@H]3CC[C@]12C
    54	68	92	81	67	57	33	67	64
Nc1c(C(=O)c2ccc(Cl)s2)sc2nc3c(cc12)CCCC3
    107	83	103	97	99	94	105	101	110
CCN(CC)c1ccc(Nc2ccc(CC(=O)c3ccccc3)cc2)cc1
    89	47	91	97	96	76	82	74	.
CC(C)CC(NC(=O)C(Cc1c[nH]c2ccccc12)NC(=O)OC(C)(C)C)C(=O)NN (stereo not drawn)
    100	92	114	104	103	92	94	115	112
O=C(Nc1ccc(Cl)cc1Cl)Nc1ccc(-c2cccnc2)cc1N1CCC(CO)CC1
    27	53	61	55	35	28	18	31	16
CN1CCN(Cc2ccc(NC(=O)c3cncc(C#Cc4cnc(N)c5cccnc45)c3)cc2C(F)(F)F)CC1
    23	28	26	-19*	7.8*	7.8*	3.5*	87	-21*
NC[C@@H]1O[C@H](O[C@@H]2[C@@H](CO)OC(O[C@@H]3[C@@H](O)[C@H](N)C[C@H](N)[C@H]3OC3O[C@H](CN)[C@@H](O)[C@H](O)[C@H]3N)[C@@H]2O)[C@H](N)[C@@H](O)[C@@H]1O (stereo partly drawn)
    103	111	120	109	105	109	102	105	115
CCOC(=O)c1c(Nc2ccc(OC)cc2)n[nH]c1C
    94	92	93	.	105	103	101	105	114
COc1cc2c(cc1C)NC(=O)/C2=C\c1c[nH]c2ccccc12
    58	55	66	84	41	35	78	77	91
CCc1ccc(C2=C/C(=C/c3ccc(F)cc3)C(=O)N2CCc2ccc(S(N)(=O)=O)cc2)cc1
    96	86	92	87	98	101	88	98	112
c1ccc2nc(N3CCOCC3)c(N3CCCC3)nc2c1
    104	86	108	93	103	98	105	102	.
CCC(=O)Oc1ccc(C(C)CCC(C)c2ccc(OC(=O)CC)cc2)cc1 (stereo not drawn)
    98	67	96	88	94	99	97	92	.
O=C(O)C1CCCCN1 (stereo not drawn)
    100	95	109	91	112	109	107	110	121
O=C(Oc1ccc2c(c1)sc1nc(-c3ccccc3)[nH]c(=O)c12)C(F)(F)F
    22	25	56	58	13	76	20	7.5*	88
CCCCOC(=O)c1[nH]cnc1/N=N\N(C)C
    95	87	.	96	103	102	102	106	112

# (listing goes on)
# The line under a structure holds: HCT-15	NCI-H522	NCI-H322M	NCI-H226	NCI-H460	HT29	HCT-116	NCI/ADR-RES	COLO 205
CC(N)CC1=CCCCC1 (stereo not drawn)
    95	97	87	98	103	105	89	96	103
CS(=O)(=O)N1CCN(c2ncc([N+](=O)[O-])c(N3CCN(S(C)(=O)=O)CC3)n2)CC1
    100	95	98	91	102	106	101	95	98
Cc1ccc(NS(=O)(=O)Cc2ccccc2)cc1
    109	79	107	95	103	104	94	93	114
CC(C)(C)C(=O)C1CC(C#N)=C2C=Cc3c(ccc4ccccc34)N21 (stereo not drawn)
    88	84	101	77	98	90	93	82	94
Cc1ccc2nc(-c3ccc(C(=O)N/N=C/c4ccc(O)cc4)cc3)[nH]c2c1
    96	84	96	104	107	102	106	99	107
O=C(CCN1CCOCC1)c1ccccc1
    108&97	87	109&113	96&96	108&108	107&113	117&101	110&121	115&110
CN(C)c1ccc(/C=C\c2ccnc3ccccc23)cc1
    58	-7.9*	91	39	87	52	63	-35*	81
C=CCOc1ccc(/C(Cl)=N/N=C(\Cl)c2cc(OC)c(OC)c(OC)c2)cc1
    67	38	97	82	48	53	70	78	72
CC(C)CCOC(=O)C[C@H](NP(=O)(OC[C@H]1O[C@@H](n2c(=O)cc(N)[nH]c2=O)[C@H](O)[C@@H]1O)Oc1ccccc1)C(=O)OCCC(C)C (stereo partly drawn)
    109	101	92	95	102	106	94	105	110
CC(C)(C)c1ccc(OCCOC(=O)CBr)cc1
    98	.	120	102	102	104	84	108	89
CCN(CC)CCO/N=C1/C=C2CCC3C4CCC([C@H](C)CCCC(C)C)[C@@]4(C)CCC3[C@@]2(C)CC1 (stereo partly drawn)
    101	85	93	102	107	86	91	95	108
C#CCNC(=O)c1cc(C(=O)c2ccc(C)cc2)n2ccc(-c3ccncc3)cc12
    102	89	97	92	106	99	83	103	108
C#Cc1nc(C(=O)NCCC(=O)Nc2ccc(NC(=O)c3ccc(/C=C/C(=O)c4nccn4C)cc3)cc2)cs1
    17	15	62	75	34	2.7*	-33*	49	56
Cn1cc(-c2nn3cc(-c4ccncc4)nc3s2)c2cc(Cl)ccc21
    5.4*	46	78	86	51	4.2*	-53*	32	32
C(=C/CN(Cc1ccccc1)Cc1ccccc1)/CN(Cc1ccccc1)Cc1ccccc1
    106	67	99	.	100	83	72	98	106
Cc1cc2n(n1)C(C(C)C)C(C(=O)c1cc(F)ccc1O)=CN2 (stereo not drawn)
    99	69	107	90	108	84	92	94	97
c1cnc2nc(CSc3nnc4ccc(-c5ccncc5)nn34)oc2c1
    105	.	104	.	105	103	105	110	118
c1ccc2c(-c3cn4ccnc4c(-c4ccc5ncn(C6CCCCC6)c5c4)n3)cccc2c1
    96	81	95	91	96	96	82	96	101
COc1ccc(N2CCN(C(=O)c3sc4nc(C)c(Br)c(C)c4c3N)CC2)cc1
    102	89	88	74	105	102	99	101	107
COc1cccc(-c2nc3sccn3c2-c2ccnc(NCCNC(=O)Nc3cccc(C(F)(F)F)c3)n2)c1
    46	48	81	95	45	44	45	27	58
Cc1ccc(C(=O)N2Cc3ccccc3CC2C(=O)N2CCCC2)cc1 (stereo not drawn)
    102[50 µM]	92[50 µM]	105[50 µM]	101[50 µM]	105[50 µM]	108[50 µM]	103[50 µM]	95[50 µM]	113[50 µM]
c1ccc(CCNc2nc(-c3ccccc3)n3ncc(NCCc4ccccc4)c3n2)cc1
    82	68	78	101	33	66	43	79	.
Nc1nc2c(C(=O)Nc3ccc(Cl)cc3)c(Nc3ccccc3)nn2c(-c2ccc(Br)cc2)c1-c1nc2ccccc2s1
    97	98	99	88	107	110	91	109	115
Cc1cc(-c2nc3ccccc3s2)c(=O)n(NS(=O)(=O)c2ccc(Cl)cc2)c1C
    101	92	92	87	105	108	99	94	111
COc1cc(C[C@H]2COc3cc(O)cc(O)c3C2=O)ccc1O
    20	17	70	101	19	84	13	21	106

# Bioassay records as filed in PubChem.

# Hits appear at their usual frequency; 12% or so of the library scored in one or more.
